# INS-1E ATP HTS – rescue of cytokine-induced death in INS-1E beta cells; protection from cytokine-induced ATP loss, % at 10 µM; AID 488910; INS-1E cytokine-induced death, ATP luminescence, 48 h; normalised: neutral wells 0, positive control 100; 0.1% of 20,000 active;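 active means mean replicate protection from cytokine-induced ATP loss at least 50% and at least 75% of replicates each reaching 50%; inconclusive means meets only one of the two criteria, mean or replicate share; inactive means fails both the mean and replicate share criteria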
#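 Assay system – rat INS-1E insulinoma cell line · Quantity – 8000 cells per well · Buffer or medium – RPMI without phenol red, 5% FBS · Schedule – 48 h co-treatment, 10 min post-lysis read · Technique – luminescent ATP assay (CellTiter-Glo)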
# T cruzi HTS – blocks T. cruzi growth inside host cells; intracellular Trypanosoma cruzi in host cells, plate reader; activity score (inhibition), % at 5.01 µM; 4.9% of 22,000 active; AID 651903; in the data active means activity score above about 55%; inconclusive means no clear call, values can overlap the other calls;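 further: parasites and compound incubated about four days before reading; 0% = median of neutral control wells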
# The depositor's hits bear a star; ? = inconclusive; . = not tested or not shown. Rows were taken by chance; overall some 5.6% were active at least once.
SMILES,INS-1E ATP HTS,T cruzi HTS
COc1ccc(NC(=O)Nc2cccc3c2O[C@@H](CN(C)S(=O)(=O)c2ccc(C)cc2)[C@H](C)CN([C@@H](C)CO)C3=O)cc1,4.4,8.3
C[C@@H]1CN([C@H](C)CO)C(=O)c2cc(NC(=O)CCCCCC(=O)Nc3ccccc3N)ccc2O[C@@H]1CN(C)C,-5.8,-4.0
COc1ccc(NC(=O)Nc2ccc3c(c2)C(=O)N([C@@H](C)CO)C[C@H](C)[C@@H](CN(C)Cc2ccc(-c4ccccc4)cc2)O3)cc1,.,?
Cc1noc(C)c1NC(=O)N(C)C[C@H]1Oc2ccc(NC(=O)Nc3ccc(F)cc3)cc2CC(=O)N([C@@H](C)CO)C[C@H]1C,7.9,-14.0
C[C@@H]1CN([C@H](C)CO)C(=O)Cc2cc(NC(=O)Nc3ccc(F)cc3)ccc2O[C@@H]1CN(C)Cc1ccc(-c2ccccc2)cc1,-28.9,61.1*
C[C@@H]1CN([C@@H](C)CO)C(=O)c2cc(N(C)C)ccc2O[C@@H]1CN(C)Cc1ccc(Oc2ccccc2)cc1,-22.0,50.4
O=C(NN=C1CCCCCC1)c1ccccn1,2.2,-21.2
Cc1ccc(S(=O)(=O)N(C)C[C@@H]2Oc3c(NS(=O)(=O)c4ccccc4)cccc3C(=O)N([C@H](C)CO)C[C@@H]2C)cc1,1.1,15.5
C[C@@H]1CN([C@@H](C)CO)C(=O)Cc2cc(NC(=O)Nc3cccc4ccccc34)ccc2O[C@@H]1CN(C)Cc1ccc(C(=O)O)cc1,0.8,-29.8
COc1ccc(CN(C)C[C@H]2Oc3ccc(NC(=O)Nc4ccccc4)cc3C(=O)N([C@H](C)CO)C[C@@H]2C)cc1,-3.2,-3.7
C[C@@H]1CN([C@@H](C)CO)C(=O)c2cc(NC(=O)Cn3cnnn3)ccc2O[C@H]1CN(C)Cc1ccc(Oc2ccccc2)cc1,-0.6,-18.4
C[C@H]1CN([C@@H](C)CO)C(=O)c2cc(NS(C)(=O)=O)ccc2O[C@@H]1CN(C)Cc1ccc(C(=O)O)cc1,1.7,-22.8
Cc1ccc(S(=O)(=O)N(C)C[C@H]2Oc3ccc(NS(=O)(=O)c4c(C)noc4C)cc3CC(=O)N([C@@H](C)CO)C[C@@H]2C)cc1,11.7,-8.7
C[C@@H]1CN([C@@H](C)CO)C(=O)c2cc(NC(=O)c3ccncc3)ccc2O[C@@H]1CN(C)Cc1ccccc1,2.4,5.3
C[C@H](CO)N1C[C@H](C)[C@H](CN(C)C(=O)Nc2ccc3c(c2)OCO3)Oc2c(NC(=O)Nc3ccc(F)cc3)cccc2C1=O,9.6,-6.4
C[C@@H]1CN([C@H](C)CO)C(=O)c2cc(NC(=O)Cc3cn(C)c4ccccc34)ccc2O[C@@H]1CN(C)S(=O)(=O)c1ccccc1,-1.6,10.4
COc1ccc(NC(=O)Nc2ccc3c(c2)C(=O)N([C@H](C)CO)C[C@H](C)[C@H](CN(C)S(=O)(=O)c2cccs2)O3)cc1,10.9,-16.7
Cc1ccc(S(=O)(=O)Nc2ccc3c(c2)C(=O)N([C@@H](C)CO)C[C@H](C)[C@@H](CN(C)S(=O)(=O)c2ccc(F)cc2)O3)cc1,0.7,2.4
Cc1ccc(S(=O)(=O)N(C)C[C@@H]2OCCCC[C@@H](C)Oc3ccc(NC(=O)CCCN(C)C)cc3C(=O)N([C@H](C)CO)C[C@@H]2C)cc1,-4.9,-10.7
C[C@@H]1CN([C@H](C)CO)C(=O)c2cccc(NC(=O)Nc3ccc(C(F)(F)F)cc3)c2O[C@@H]1CN(C)Cc1ccc(Cl)c(Cl)c1,-64.1,85.3*
C[C@@H]1CN([C@H](C)CO)C(=O)c2cc(NC(=O)Nc3ccc(F)cc3)ccc2O[C@H]1CN(C)S(=O)(=O)c1ccccc1,10.9,-20.6
C[C@H]1CN([C@@H](C)CO)C(=O)c2cc(NC(=O)Nc3ccccc3)ccc2O[C@@H]1CN(C)C(=O)Nc1ccc2c(c1)OCO2,4.5,-19.3
C[C@H](CO)N1C[C@H](C)[C@H](CN(C)Cc2ccc(-c3ccccc3)cc2)Oc2ccc(NC(=O)Nc3ccc(C(F)(F)F)cc3)cc2CC1=O,-39.5,64.9*
O=C(O)CCCCCCC(=O)NN=C1CCCCCC1,4.0,-26.3
C[C@H]1CN([C@@H](C)CO)C(=O)Cc2cc(NS(=O)(=O)c3ccc(F)cc3)ccc2O[C@H]1CN(C)CC1CC1,-9.9,-24.2
C[C@H]1CN([C@@H](C)CO)C(=O)c2cc(NC(=O)Nc3ccccc3)ccc2O[C@H]1CN(C)C(=O)Nc1cccc2ccccc12,2.8,-62.3
Cc1noc(C)c1S(=O)(=O)Nc1ccc2c(c1)CC(=O)N([C@@H](C)CO)C[C@H](C)[C@@H](CN(C)CC1CC1)O2,-1.7,0.9
C[C@@H]1CN([C@@H](C)CO)C(=O)c2cccc(NC(=O)Nc3ccc(C(F)(F)F)cc3)c2O[C@@H]1CN(C)Cc1ccc2c(c1)OCO2,-33.0,60.8*
CCCN(C)C[C@@H]1OCc2cnnn2CCCC(=O)N([C@@H](C)CO)C[C@H]1C,.,-21.3
C[C@H](CO)N1C[C@H](C)[C@@H](CN(C)S(C)(=O)=O)Oc2ccc(NC(=O)Nc3ccccc3)cc2C1=O,0.7,-8.9
C[C@@H]1CN([C@H](C)CO)C(=O)Cc2cc(NS(=O)(=O)c3cccs3)ccc2O[C@@H]1CN(C)Cc1ccc(C(=O)O)cc1,5.4,-22.9
Cc1noc(C)c1S(=O)(=O)Nc1ccc2c(c1)CC(=O)N([C@@H](C)CO)C[C@@H](C)[C@@H](CN(C)C)O2,7.4,-6.5
C[C@H]1CN([C@@H](C)CO)C(=O)c2cccc(NS(C)(=O)=O)c2O[C@H]1CN(C)S(=O)(=O)c1ccc(Cl)cc1,3.5,-41.8
C[C@H]1CN([C@@H](C)CO)C(=O)Cc2cc(NC(=O)C3CCCCC3)ccc2O[C@@H]1CN(C)S(=O)(=O)c1cccs1,13.1,-1.2
C[C@H](CO)N1C[C@H](C)[C@H](CN(C)S(=O)(=O)c2ccc(Cl)cc2)Oc2c(NC(=O)c3nc4ccccc4s3)cccc2C1=O,-58.2,71.1*
COc1ccc(NC(=O)Nc2ccc3c(c2)C(=O)N([C@H](C)CO)C[C@@H](C)[C@@H](CN(C)C(=O)Nc2cccc4ccccc24)O3)cc1,2.6,-5.2
CNC[C@H]1Oc2ccc(NC(=O)C3CCCCC3)cc2C(=O)N([C@H](C)CO)C[C@@H]1C,1.6,13.1
COc1ccc(NC(=O)Nc2cccc3c2O[C@@H](CN(C)S(=O)(=O)c2ccc(OC)cc2)[C@H](C)CN([C@H](C)CO)C3=O)cc1,-6.5,17.2
C[C@@H]1CN([C@@H](C)CO)C(=O)c2cc(NC(=O)CCC(F)(F)F)ccc2O[C@@H]1CN(C)Cc1ccc(Oc2ccccc2)cc1,-23.5,13.6
C[C@@H]1CCCCO[C@H](CN(C)C(=O)Cc2ccccc2)[C@@H](C)CN([C@H](C)CO)C(=O)c2cc(NC(=O)Cc3ccccc3)ccc2O1,-8.4,-22.3
CNC[C@H]1Oc2ccc(NC(=O)Nc3ccccc3)cc2C(=O)N([C@@H](C)CO)C[C@H]1C,2.5,-9.4
C[C@H]1CN([C@@H](C)CO)C(=O)Cc2cc(NS(C)(=O)=O)ccc2O[C@@H]1CN(C)CC1CC1,6.6,-21.8
Cc1noc(C)c1S(=O)(=O)Nc1cccc2c1O[C@@H](CN(C)S(=O)(=O)c1ccc(F)cc1)[C@@H](C)CN([C@H](C)CO)C2=O,9.7,-9.2
CC(C)NC(=O)Nc1ccc2c(c1)CC(=O)N([C@H](C)CO)C[C@H](C)[C@H](CN(C)Cc1ccccc1)O2,1.9,-9.7
C[C@H]1CN([C@@H](C)CO)C(=O)c2cccc(NS(=O)(=O)c3cn(C)cn3)c2O[C@H]1CN(C)S(=O)(=O)c1cn(C)cn1,5.6,-14.7
C[C@H](CO)N1C[C@H](C)[C@@H](CN(C)S(=O)(=O)c2ccc(-n3cccn3)cc2)OCc2cn(nn2)CCCC1=O,.,-25.7
C=C(C)[C@@H]1CC=C(/C=N/NC(=O)c2ccccn2)CC1,-22.4,-11.5
Cc1ccc(S(=O)(=O)Nc2cccc3c2O[C@@H](CN(C)Cc2ccc(Cl)c(Cl)c2)[C@@H](C)CN([C@H](C)CO)C3=O)cc1,-11.8,-39.9
Cc1noc(C)c1S(=O)(=O)Nc1ccc2c(c1)C(=O)N([C@@H](C)CO)C[C@H](C)[C@H](CN(C)Cc1ccc(C(=O)O)cc1)O2,.,-17.2
C[C@H](CO)N1C[C@H](C)[C@@H](CN(C)C(=O)NC2CCCCC2)Oc2c(NC(=O)C3CCCCC3)cccc2C1=O,-1.2,-19.8
COc1ccc(NC(=O)N(C)C[C@H]2Oc3ccc(NS(=O)(=O)c4ccc(Cl)cc4)cc3C(=O)N([C@H](C)CO)C[C@@H]2C)cc1,5.5,1.4
C[C@@H]1CN([C@@H](C)CO)C(=O)c2cccc(NC(=O)C3CCOCC3)c2O[C@@H]1CN(C)Cc1ccncc1,9.1,-24.9
C[C@H](CO)N1C[C@H](C)[C@@H](CN(C)CC2CCCCC2)Oc2c(NC(=O)c3cnccn3)cccc2C1=O,-11.8,22.2
C[C@@H]1CN([C@H](C)CO)C(=O)CCCn2nncc2CO[C@H]1CN(C)C(=O)Nc1ccc(N2CCCCC2)cc1,.,-6.3
C[C@@H]1CCCCO[C@H](CN(C)C(=O)Nc2ccc3c(c2)OCO3)[C@@H](C)CN([C@H](C)CO)C(=O)c2cc(NC(=O)Nc3ccc4c(c3)OCO4)ccc2O1,2.5,-0.9
C[C@@H]1CN([C@H](C)CO)C(=O)c2cc(NC(=O)Cn3cnnn3)ccc2O[C@H]1CN(C)Cc1ccncc1,.,1.2
C[C@H](CO)N1C[C@H](C)[C@@H](CN(C)S(C)(=O)=O)Oc2ccc(NS(=O)(=O)c3ccc(F)cc3)cc2C1=O,9.2,-14.2
C[C@@H]1CN([C@H](C)CO)C(=O)Cc2cc(NC(=O)C3CC3)ccc2O[C@@H]1CN(C)C(=O)Nc1ccc2c(c1)OCO2,5.8,-9.2
C[C@H](CO)N1C[C@H](C)[C@@H](CN(C)S(=O)(=O)c2ccc(Cl)cc2)Oc2c(NC(=O)Nc3ccccc3)cccc2C1=O,0.7,67.6*
Cc1noc(C)c1NC(=O)N(C)C[C@H]1Oc2ccc(NC(=O)Nc3ccccc3)cc2CC(=O)N([C@@H](C)CO)C[C@H]1C,1.6,-18.3

# No new results follow: entries from further up.
SMILES,INS-1E ATP HTS,T cruzi HTS
COc1ccc(NC(=O)Nc2cccc3c2O[C@@H](CN(C)S(=O)(=O)c2ccc(C)cc2)[C@H](C)CN([C@@H](C)CO)C3=O)cc1,4.4,8.3
C[C@@H]1CN([C@H](C)CO)C(=O)c2cc(NC(=O)CCCCCC(=O)Nc3ccccc3N)ccc2O[C@@H]1CN(C)C,-5.8,-4.0
COc1ccc(NC(=O)Nc2ccc3c(c2)C(=O)N([C@@H](C)CO)C[C@H](C)[C@@H](CN(C)Cc2ccc(-c4ccccc4)cc2)O3)cc1,.,?
Cc1noc(C)c1NC(=O)N(C)C[C@H]1Oc2ccc(NC(=O)Nc3ccc(F)cc3)cc2CC(=O)N([C@@H](C)CO)C[C@H]1C,7.9,-14.0
C[C@@H]1CN([C@H](C)CO)C(=O)Cc2cc(NC(=O)Nc3ccc(F)cc3)ccc2O[C@@H]1CN(C)Cc1ccc(-c2ccccc2)cc1,-28.9,61.1*
C[C@@H]1CN([C@@H](C)CO)C(=O)c2cc(N(C)C)ccc2O[C@@H]1CN(C)Cc1ccc(Oc2ccccc2)cc1,-22.0,50.4
O=C(NN=C1CCCCCC1)c1ccccn1,2.2,-21.2
Cc1ccc(S(=O)(=O)N(C)C[C@@H]2Oc3c(NS(=O)(=O)c4ccccc4)cccc3C(=O)N([C@H](C)CO)C[C@@H]2C)cc1,1.1,15.5
C[C@@H]1CN([C@@H](C)CO)C(=O)Cc2cc(NC(=O)Nc3cccc4ccccc34)ccc2O[C@@H]1CN(C)Cc1ccc(C(=O)O)cc1,0.8,-29.8

# Continuation.
SMILES,INS-1E ATP HTS,T cruzi HTS
COc1ccc(S(=O)(=O)N(C)C[C@H]2Oc3ccc(NS(=O)(=O)c4ccc(C)cc4)cc3CC(=O)N([C@@H](C)CO)C[C@@H]2C)cc1,1.2,-20.8
C[C@@H]1CN([C@H](C)CO)C(=O)Cc2cc(NC(=O)Nc3ccc4c(c3)OCO4)ccc2O[C@@H]1CN(C)C(=O)Nc1ccc(F)cc1,2.9,-9.4
C[C@@H]1CN([C@H](C)CO)C(=O)c2cc(NS(=O)(=O)c3ccc(Cl)cc3)ccc2O[C@@H]1CN(C)Cc1ccc2c(c1)OCO2,-8.6,-9.6
COc1ccc(-c2cnc3c(c2)C(=O)N([C@H](C)CO)C[C@H](C)[C@H](CN(C)S(=O)(=O)c2ccc(OC)cc2)O3)cc1,.,40.2
C[C@@H]1CCCCO[C@H](CN(C)S(=O)(=O)c2ccc(Cl)cc2)[C@@H](C)CN([C@H](C)CO)C(=O)c2cc(NC(=O)Nc3ccccc3)ccc2O1,-9.1,50.3
C[C@@H]1CN([C@@H](C)CO)C(=O)c2cc(NC(=O)CCCCCC(=O)Nc3ccccc3N)ccc2O[C@H]1CN(C)C,14.7,-39.6
C[C@H]1CN([C@@H](C)CO)C(=O)c2cc(NS(=O)(=O)c3ccc(Cl)cc3)ccc2O[C@H]1CN(C)C(=O)Nc1ccc(C(F)(F)F)cc1,-13.6,23.8
C[C@@H]1CCCCO[C@@H](CN(C)Cc2ccncc2)[C@@H](C)CN([C@H](C)CO)C(=O)c2cc(NS(=O)(=O)c3cccs3)ccc2O1,21.6,-5.4

# Screening data: PubChem, Broad Institute
